PDI inh: blocks human protein disulfide isomerase activity; P07237; PDI insulin aggregation turbidity, A650, 90 min; inhibition, % at 10 µM; 0.052% of 350,000 active;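 active = mean inhibition across replicates of 30% or more, whatever share of single replicates reach that level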;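 note: absorbance from insulin aggregation driven by PDI reduction with DTT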
Target sequence (P07237 whole entry, looked up): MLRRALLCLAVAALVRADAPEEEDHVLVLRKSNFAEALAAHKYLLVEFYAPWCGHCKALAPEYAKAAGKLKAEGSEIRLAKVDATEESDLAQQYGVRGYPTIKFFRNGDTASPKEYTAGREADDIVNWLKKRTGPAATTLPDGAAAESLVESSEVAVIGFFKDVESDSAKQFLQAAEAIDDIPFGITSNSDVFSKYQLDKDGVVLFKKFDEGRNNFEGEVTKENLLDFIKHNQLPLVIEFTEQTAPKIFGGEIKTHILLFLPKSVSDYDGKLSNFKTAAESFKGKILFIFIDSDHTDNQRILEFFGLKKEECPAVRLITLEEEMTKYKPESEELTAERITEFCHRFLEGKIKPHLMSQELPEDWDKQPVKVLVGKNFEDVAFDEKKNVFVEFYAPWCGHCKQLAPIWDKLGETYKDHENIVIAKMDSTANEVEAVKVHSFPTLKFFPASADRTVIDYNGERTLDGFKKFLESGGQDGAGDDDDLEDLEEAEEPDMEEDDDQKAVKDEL
MC4R antagonist: human MC4R antagonism in cAMP assay | MC4R-expressing cells, MTII-stimulated cAMP, LANCE TR-FRET | 0.48% of 360,000 active | P32245 | inhibition, % at 6.5 µM;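 active = inhibition above its plate's cutoff, the mean of tested wells on that plate plus 3 SD, cut at about 29% in these data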;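 note: 0% = Melanotan II alone and 100% = Melanotan II plus saturating MCL0020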
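Material: human MC4R-expressing U2OS cells. Probe or stimulus: Melanotan II challenge. Dosing: 6.5 µM single dose. Times: 30-min compound, 1-h challenge, 1-h detection, room temperature. Technique: TR-FRET with Eu-cAMP and labeled anti-cAMP, 671 nm. Replication: singlicate.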
m5-HT2A agonist: mouse HTR2A agonism via beta-arrestin recruitment. P35363. CHO-K1 mHTR2A beta-arrestin complementation, luminescence; percent of 30 µM serotonin response. activation, % at 7.6 µM. 0.66% of 360,000 active;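 active = activation above a run cutoff, the mean activation of all tested compounds plus 3 SD, cut at about 14% in these data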;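 note: 0% = plate median of compound wells and 100% = 30 µM serotonin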
Target sequence (P35363 whole entry, looked up): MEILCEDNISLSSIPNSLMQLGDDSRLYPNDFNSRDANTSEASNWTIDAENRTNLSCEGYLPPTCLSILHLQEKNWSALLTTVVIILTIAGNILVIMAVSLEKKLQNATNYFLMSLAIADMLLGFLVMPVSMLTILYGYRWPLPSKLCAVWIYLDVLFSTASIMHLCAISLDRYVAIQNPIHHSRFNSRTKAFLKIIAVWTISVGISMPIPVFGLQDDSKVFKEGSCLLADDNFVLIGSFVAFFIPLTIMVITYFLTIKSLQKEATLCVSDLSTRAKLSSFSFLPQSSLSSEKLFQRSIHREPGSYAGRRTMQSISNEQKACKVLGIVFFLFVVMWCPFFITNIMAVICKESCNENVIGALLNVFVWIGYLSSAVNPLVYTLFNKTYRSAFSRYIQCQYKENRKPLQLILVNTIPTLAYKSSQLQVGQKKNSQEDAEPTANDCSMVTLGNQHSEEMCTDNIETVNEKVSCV
Granule exo inh: lytic granule exocytosis inhibition; TALL-104 LAMP-1 surface exposure, flow cytometry; cells stimulated with thapsigargin and PMA; inhibition, % at 10 µM; 0.66% of 360,000 active;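 active = inhibition above about 55%, limit read from the data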
ABHD5 PLIN5 PPI: blocks binding of human ABHD5 to perilipin-5; AID 602281; inhibition, % at 4 µM; Split G. princeps luciferase complementation, luminescence, 4 h; 0.78% of 360,000 active; Q00G26+Q8WTS1;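 active = inhibition above the mean inhibition across every tested compound plus 3 SD, cut at about 22% in these data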;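 note: 0% = DMSO only wells and the 100% control is not disclosed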
MC4R ag barr: agonists of human melanocortin 4 receptor (MC4R) beta-arrestin; activation, % at 8.9 µM; U2OS MC4R beta-arrestin complementation, luminescence; percent of melanotan II response, DMSO zero; 0.98% of 360,000 active; P32245;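 active = activation above a per-plate cutoff, the mean activation of sample wells on that plate plus 3 SD, cut at about 8% in these data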
CaV13 FRET inh: Disruptors of the CACNA1D IQ motif to Ca2+-dependent inactivation inhibitor domain association, primary screening, Förster resonance energy transfer in intact living …. HEK cells, CFP/YFP FRET ICDI-IQ, plate reader, 10 min; percent FRET-ratio fall versus neutral wells. inhibition, % at 12.3 µM. 0.098% of 340,000 active;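 active = mean replicate inhibition of at least 30% and at least 1% of replicates passing that level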;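 note: 0% = median of the neutral control wells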
Glyco luc inh: N-linked glycosylation inhibition | D54 ERlucT glycosylation luciferase reporter, 24 h; percent of 100 nM tunicamycin response | AID 588692 | reporter increase, % at 12.5 µM | 0.23% of 360,000 active;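 active = mean luciferase reporter signal, scaled so untreated is 0 and the glycosylation-blocking control 100, at or above a set limit in every replicate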;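 note: luciferase carries N-glycosylation sites so blocking glycosylation raises the light; 0% = median of neutral control wells and 100% = median of 100 nM tunicamycin wells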
Cardio protect: modulators protecting cardiomyocytes from myocardial damage | H9c2 cardiomyocytes, H2O2 injury protection, ATPLite, 2 h | 0.63% of 360,000 active | AID 588492 | protection from H2O2 cell death, % at 20 µM;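 active = compounds giving at least 50% protection of heart cells from peroxide-induced death in the single-dose screen, raw or plate-pattern-corrected value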;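 note: 0% = DMSO wells with peroxide and 100% = DMSO wells without peroxide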
ABCB6 inh 2: human ABCB6 transporter inhibition; fluorescence ratio to DMSO, % at 10 µM; K562-ABCB6 porphyrin accumulation, flow cytometry, 1 h; hits give low values; 0.19% of 360,000 active;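 active = fluorescence ratio to DMSO below 75%, the collection mean minus 3 SD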;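 note: signal is porphyrin accumulated inside mitochondria; 100% equals median channel fluorescence of DMSO control wells; lower ratio means ABCB6 inhibition with less porphyrin fluorescence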
Starred values were filed as active, the others as inactive; · = no result given.

Structure,PDI inh,MC4R antagonist,m5-HT2A agonist,Granule exo inh,ABHD5 PLIN5 PPI,MC4R ag barr,CaV13 FRET inh,Glyco luc inh,Cardio protect,ABCB6 inh 2
CCCCOC(=O)CSC1=C(C#N)C(c2ccccc2OCC)C(C#N)C(=O)N1 (centres undefined),9,-8,2,-4,-7,0.5,·,-3,4,107
CC/C(C)=C1\SC(N2CCN(C(C)=O)CC2)=NC1=O,18,-1,2,-4,5,-1.2,·,0,7,96
Cc1ccsc1/C=N/NC(=O)Cn1nc(C)c([N+](=O)[O-])c1C,-2,-1,0,-3,2,-1.4,-1,5,2,102
Cn1cccc1C(=O)OCC(=O)NCCc1ccc(S(N)(=O)=O)cc1,-6,7,-5,-1,-1,-2.0,-6,0,-5,99
O=C(NCc1ccc2c(c1)OCO2)C(=O)NCC(c1ccco1)N1CCN(c2ccccc2)CC1 (centres undefined),0,3,-4,3,1,-1.6,-4,-6,2,97
CCOC(=O)c1c(NC(=O)C2CCCO2)sc(C)c1C (centres undefined),5,24,-1,-2,3,1.2,-6,3,-2,92
CNC[C@H]1Oc2c(NC(=O)C3CCCCC3)cccc2C(=O)N([C@H](C)CO)C[C@@H]1C,5,10,-6,-3,0,2.1,-11,4,-2,99
CCN(Cc1ccccc1)C(=O)C1CCN(CC2CC=CCC2)CC1 (centres undefined),8,8,-4,2,2,-1.0,-5,-4,6,98

(continued)
Structure,PDI inh,MC4R antagonist,m5-HT2A agonist,Granule exo inh,ABHD5 PLIN5 PPI,MC4R ag barr,CaV13 FRET inh,Glyco luc inh,Cardio protect,ABCB6 inh 2
COc1cccc(/C=C/C(=O)c2ccc(NC3=NCCCS3)cc2)c1,3,-18,-4,0,45*,-2.0,6,10,4,102
COC(=O)C1=C(C)N(C)C(=O)NC1c1ccsc1 (centres undefined),-7,5,12,7,6,-0.1,-17,3,2,101
CCOC(=O)C1=C(C)N=c2s/c(=C\C(=O)OC)c(=O)n2C1c1ccc(OC)cc1 (centres undefined),1,21,-7,2,0,-1.5,-7,-3,13,96
COc1ccc(C(=O)Nc2cc(OC)c(Cl)cc2OC)cc1,5,19,-4,3,1,-2.2,-2,3,-10,102
COc1cc(C)ccc1OCc1cc(C(=O)NC(c2ccccn2)C(F)(F)F)no1 (centres undefined),-7,0,0,4,-4,4.3,-10,-2,-6,97
CCn1c(SCC(=O)Nc2ccc(F)cc2)nnc1-c1cnccn1,-9,-4,0,-4,-5,-1.5,-7,0,-3,92
CCN1CCN(C(c2cccs2)C(C)NS(=O)(=O)c2ccc(Br)cc2)CC1 (centres undefined),-2,-1,-8,5,-5,0.1,-4,-5,6,104
O=c1cc(O)nc(SCc2ccccc2Cl)[nH]1,6,-2,-1,0,6,-1.6,1,1,0,101

3 of these compounds, reformatted.
COc1cccc(/C=C/C(=O)c2ccc(NC3=NCCCS3)cc2)c1
  PDI inh: 3
  MC4R antagonist: -18
  m5-HT2A agonist: -4
  Granule exo inh: 0
  ABHD5 PLIN5 PPI: 45*
  MC4R ag barr: -2.0
  CaV13 FRET inh: 6
  Glyco luc inh: 10
  Cardio protect: 4
  ABCB6 inh 2: 102

CCn1c(SCC(=O)Nc2ccc(F)cc2)nnc1-c1cnccn1
  PDI inh: -9
  MC4R antagonist: -4
  m5-HT2A agonist: 0
  Granule exo inh: -4
  ABHD5 PLIN5 PPI: -5
  MC4R ag barr: -1.5
  CaV13 FRET inh: -7
  Glyco luc inh: 0
  Cardio protect: -3
  ABCB6 inh 2: 92

COc1cc(C)ccc1OCc1cc(C(=O)NC(c2ccccn2)C(F)(F)F)no1 (centres undefined)
  PDI inh: -7
  MC4R antagonist: 0
  m5-HT2A agonist: 0
  Granule exo inh: 4
  ABHD5 PLIN5 PPI: -4
  MC4R ag barr: 4.3
  CaV13 FRET inh: -10
  Glyco luc inh: -2
  Cardio protect: -6
  ABCB6 inh 2: 97

Following part.
Structure,PDI inh,MC4R antagonist,m5-HT2A agonist,Granule exo inh,ABHD5 PLIN5 PPI,MC4R ag barr,CaV13 FRET inh,Glyco luc inh,Cardio protect,ABCB6 inh 2
c1cncc(CNc2nc(N3CCOCC3)nc(N3CCOCC3)n2)c1,3,24,16*,-3,-2,0.1,-9,1,1,107
CC(=O)Nc1ccc(NC(=O)c2ccc(-c3ccnn3C)c3ccoc23)cc1,2,-6,-2,0,1,-1.1,-11,1,22,94
N/C(=N\OC(=O)CC1CCCCC1)c1ccccc1,-3,5,0,-9,-2,-1.7,-3,2,-14,96
CCOC(=O)C1=C(C)NC(SCc2cc(=O)[nH][nH]2)=C(C#N)C1c1cccs1 (centres undefined),15,0,0,0,-6,0.2,-8,-3,6,92
COc1cc2c(cc1OC)C(Cc1cc(OC)c(OC)cc1[N+](=O)[O-])=NCC2,-14,3,-1,2,1,-0.3,-6,-2,19,94
Cc1onc(-c2c(F)cccc2Cl)c1C(=O)OCC(=O)N1C(C)CCCC1C (centres undefined),6,2,2,-3,3,-0.8,-7,-5,3,93
Cc1cc(C)cc(OC(C)C(=O)Nc2ccc(S(=O)(=O)Nc3cc(C)nc(C)n3)cc2)c1 (centres undefined),-5,6,1,2,1,-1.6,·,2,-4,97
O=C(CN(Cc1ccco1)S(=O)(=O)c1ccccc1)N/N=C/c1cccc(O)c1,23,-3,2,0,3,-1.8,-2,0,-1,96

Following part.
Structure,PDI inh,MC4R antagonist,m5-HT2A agonist,Granule exo inh,ABHD5 PLIN5 PPI,MC4R ag barr,CaV13 FRET inh,Glyco luc inh,Cardio protect,ABCB6 inh 2
Cc1cc(C)c2c(N)c(C(=O)NC3CCCC3)sc2n1,-1,-4,1,-1,-2,-1.5,8,-2,1,98
CCc1cc(=O)oc2cc(C)cc(OCC(=O)NCC3CCC(C(=O)O)CC3)c12 (centres undefined),·,10,3,-4,3,-1.4,·,1,0,100
CCN1CCN(C(=O)CN(c2ccc(C)cc2)S(C)(=O)=O)CC1,-6,2,-1,0,2,-0.8,-5,3,-2,94
CCN(CC)CCNC(=O)c1ccc(NC(=O)Cc2cccc3ccccc23)cc1,16,18,-3,-10,2,1.8,-4,-7,3,102
O=C(Nc1nc(N2C(=O)c3ccccc3C2=O)n(-c2ccccc2)n1)c1ccccc1,2,1,5,2,-1,0.0,-3,-2,1,90
Cc1cccc(C(=O)OCC(=O)NC(C)CCc2ccccc2)c1 (centres undefined),-2,10,5,2,-3,-1.1,-3,1,1,89
O=C(CC1C(=O)NCCN1Cc1ccoc1)NCCCn1ncc2ccccc21 (centres undefined),-2,11,1,-8,33*,-0.5,0,0,0,99
Cc1cccc(C)c1NC(=O)C(=O)NCCc1c[nH]c2ccccc12,-6,10,-1,0,1,-1.7,-6,-1,0,99

Further entries
Structure,PDI inh,MC4R antagonist,m5-HT2A agonist,Granule exo inh,ABHD5 PLIN5 PPI,MC4R ag barr,CaV13 FRET inh,Glyco luc inh,Cardio protect,ABCB6 inh 2
CCN(CC)S(=O)(=O)c1ccc(N2CCCCC2)c(NC(=O)c2ccncc2)c1,-1,15,0,-3,-2,-3.1,-2,2,0,107
COc1ccccc1/C(C)=N/NC(=O)c1nnn(-c2nonc2N)c1C(C)C,9,3,0,-2,2,-1.8,-4,0,2,98
CCCCCCC(=O)Oc1cccc(C2=CC(=O)CC(C)(C)C2=O)c1,-2,-4,-1,4,2,2.0,-6,2,-1,98
CCc1ccc(C(=O)N2CCN(c3ccc(NC(=O)c4cccnc4)cc3)CC2)cc1,0,-1,4,0,-1,-2.3,-6,-4,4,103
O=C(O)c1cccc2c1C(=O)c1cccc3snc-2c13,-5,16,3,0,2,1.0,-4,1,-3,104
O=C1Nc2ccc(Br)cc2C1=Nc1cccnc1,-1,0,-3,55,-10,-2.6,-12,6,-11,102
CS(=O)(=O)N(CC(=O)NCc1ccncc1)Cc1ccc(Cl)cc1,11,-2,-1,-1,7,-2.3,-2,5,4,100
Cc1nc(N)ncc1Sc1ccc(Cl)cc1,-5,0,-1,-3,5,-1.4,-4,-5,4,98

New compounds follow.
Structure,PDI inh,MC4R antagonist,m5-HT2A agonist,Granule exo inh,ABHD5 PLIN5 PPI,MC4R ag barr,CaV13 FRET inh,Glyco luc inh,Cardio protect,ABCB6 inh 2
O=S(=O)(c1cccc(-n2cnnn2)c1)N1CCOCC1,-2,8,6,5,1,-0.1,·,-1,4,100
COc1ccc2nc(C)cc(SCC(=O)N/N=C/c3cccc4ccccc34)c2c1,1,7,-2,5,-2,19*,-8,5,-15,98
C=CCSc1nnc(N2C(=O)C(O)=C(C(=O)c3ccco3)C2c2ccc(F)cc2)s1 (centres undefined),-2,11,-2,1,3,-1.1,-23,0,5,109
COc1cccc(N2CCN(C(=O)c3ccc(CS(=O)c4ccccc4Cl)o3)CC2)c1 (centres undefined),7,-20,0,13,5,-2.2,-17,13,17,109
CCOc1ccc(OCC)c(NC(=O)c2[nH]c(C)c(C(C)=O)c2C)c1,6,3,-3,7,5,0.0,-3,4,-14,108
Cc1nn(-c2ccc(F)cc2)c(C)c1NS(=O)(=O)c1ccc(Cl)cc1,-1,2,-7,0,0,-3.2,-4,1,-19,89
C[C@H](CO)NC(=O)[C@H](C)[C@@H]1C[C@@]1(C)[C@@H](NC(=O)OCc1ccccc1)c1ccccc1,1,0,-8,-1,-2,-0.9,-9,0,10,95
CN(CC(=O)Nc1ccc(Cl)c(Cl)c1)CC(=O)N1CCc2ccccc21,0,7,2,4,4,-0.6,-6,3,-9,99

Continued.
Structure,PDI inh,MC4R antagonist,m5-HT2A agonist,Granule exo inh,ABHD5 PLIN5 PPI,MC4R ag barr,CaV13 FRET inh,Glyco luc inh,Cardio protect,ABCB6 inh 2
CC(NC(=O)C(=O)N1CCCCC1)C(c1cccs1)N1CCN(c2ccccc2F)CC1 (centres undefined),-7,3,8,-4,-8,-2.3,-3,-2,-1,94
COc1ccc(N(CC(=O)NCCSCc2ccccc2C)S(=O)(=O)c2ccccc2)cc1,16,15,-1,0,-3,-1.8,·,-8,-1,101
O=C(CSc1nncs1)NC(=O)NCc1ccco1,3,13,7,-2,10,-2.5,0,3,4,98
C#Cc1ccc([C@H]2C=C(C(=O)NCc3nc4ccccc4[nH]3)O[C@@H](OCc3ccc(CO)cc3)C2)cc1,0,6,-6,5,4,-0.9,-6,1,2,94
O=C(CCCc1nc2ccccc2s1)NC(c1ccccc1)c1ccccc1,-3,0,-1,-2,-2,6.7,-3,0,-7,103
Nc1c(-c2ccccc2)c(CSc2nc3ccccc3[nH]2)nn1-c1cccc(Cl)c1,-3,-8,0,55,11,-0.2,-4,13,-1,101
CCCc1cc(=O)oc2cc(OCC(=O)NCC(O)c3ccccc3)ccc12 (centres undefined),-4,10,-3,-3,0,-0.3,-15,0,-3,97

High-throughput results as filed in PubChem BioAssay.
